TEAD-YAP inh = TEAD-YAP interaction inhibition | HEK-TIYL cells, TEAD-Gal4/YAP UAS-luciferase luminescence | inhibition, % at 9.12 µM | 640,000 compounds, 1.4% hits; in the data active = inhibition above about 32%;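 also: 0% = median of test compound wells and 100% = reference inhibitor wells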
GPR151 activ = human GPR151 activation. 650,000 compounds, 1% hits. activation, % at 11.2 µM. Q8TDV0. PathHunter beta-arrestin GPR151 cells, luminescence. AID 1508602; in the data active = activation above about 4.9%;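 also: 0% = median of compound wells and 100% = cells with positive control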
Target sequence (Q8TDV0 whole entry, looked up): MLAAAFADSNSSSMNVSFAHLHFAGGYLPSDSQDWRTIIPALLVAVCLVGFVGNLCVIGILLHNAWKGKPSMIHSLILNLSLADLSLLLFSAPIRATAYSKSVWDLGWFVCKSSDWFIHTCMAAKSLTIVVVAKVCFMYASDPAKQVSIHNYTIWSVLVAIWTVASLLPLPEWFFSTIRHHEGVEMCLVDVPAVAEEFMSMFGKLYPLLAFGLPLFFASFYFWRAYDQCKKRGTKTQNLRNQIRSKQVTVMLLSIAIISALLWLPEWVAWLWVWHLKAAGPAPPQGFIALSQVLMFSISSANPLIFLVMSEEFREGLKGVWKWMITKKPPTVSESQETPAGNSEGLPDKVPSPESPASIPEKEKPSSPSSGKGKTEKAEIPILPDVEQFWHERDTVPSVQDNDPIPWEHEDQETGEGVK
FBW7 act = activators of human E3 ligase FBW7; Q969H0; AlphaScreen FBW7–phospho-cyclin E peptide binding, activator screen; normalized activity (activation), % at 26.1 µM; 650,000 compounds, 0.13% hits; AID 1259310; in the data active = normalized activity above about 1.9%;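 also: purified mutant Fbw7 with reduced substrate affinity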
MITF inh = human MITF inhibition, primary screen | AlphaScreen MITF homodimerization, bead proximity signal | inhibition, % at 2.6 µM | 650,000 compounds, 0.91% hits; in the data active = inhibition above about 50%;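 also: 0% = vehicle wells with protein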
Target sequence (O75030 whole entry, looked up): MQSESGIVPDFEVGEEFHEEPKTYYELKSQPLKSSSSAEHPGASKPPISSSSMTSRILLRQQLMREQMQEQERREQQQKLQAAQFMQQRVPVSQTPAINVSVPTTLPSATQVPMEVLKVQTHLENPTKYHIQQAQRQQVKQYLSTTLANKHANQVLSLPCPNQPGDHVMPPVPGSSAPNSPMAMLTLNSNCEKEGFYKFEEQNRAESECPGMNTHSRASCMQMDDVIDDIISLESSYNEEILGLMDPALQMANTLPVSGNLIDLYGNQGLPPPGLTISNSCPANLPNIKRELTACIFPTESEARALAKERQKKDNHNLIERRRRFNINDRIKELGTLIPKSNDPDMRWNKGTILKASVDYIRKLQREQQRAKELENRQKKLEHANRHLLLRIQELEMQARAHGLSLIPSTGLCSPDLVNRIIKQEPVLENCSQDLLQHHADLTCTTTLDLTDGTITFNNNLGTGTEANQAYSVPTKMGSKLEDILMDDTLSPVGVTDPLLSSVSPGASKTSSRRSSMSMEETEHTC
Active calls of the source: *; . = no result given; & = joins results of further samples; ! = not active in a repeat.

SMILES	TEAD-YAP inh	GPR151 activ	FBW7 act	MITF inh
CC(C)CCC1(C)NC(=O)N(CC(=O)N2CCCC2)C1=O (stereo unspecified)	3	1.0	0.0	-7
Cc1ccccc1NC(=O)Nc1ccc(C(N)=O)cc1	-4	-0.8	-0.1	-3
O=C(CSc1nc2ccsc2c(=O)n1Cc1ccc2c(c1)OCO2)c1ccccc1	1	1.1	0.0	5
COc1cc(OC)c(OC)cc1CN1CCN(Cc2ccc(C)o2)C(CCO)C1 (stereo unspecified)	-5	3.2	0.1	11
C[N+]1(CC[N+]2(C)CCCCC2)CCCCC1	0	-0.8	0.9	9
CC(C)CCN1CCN(CC#Cc2ccccc2)CC1CCO (stereo unspecified)	-5	-0.5	-0.2	-2
CCSC1=C(C#N)C(Cc2ccccc2)C2=C(CCCC2=O)N1 (stereo unspecified)	-6	1.5	0.1	5
COc1cc2c(cc1C)C(=O)C(C1(O)C(=O)N(C)c3ccccc31)CC2 (stereo unspecified)	4	1.1	0.3	8
CC1CC(C)CN(S(=O)(=O)c2ccc3[nH]c(=O)ccc3c2)C1 (stereo unspecified)	-8	-0.8	0.1	4
O=C(Nc1sc2c(c1C(=O)Nc1ccccc1)CCC2)c1cccc(Br)c1	-2	0.9	0.1	-10
CO[C@@H]1COC(=O)[C@@H](C)COC(=O)[C@H](C)NC(=O)C/C=C/[C@H]1C	.	5.0*!	0.1&-0.3	0&-20
Nc1nc(Nc2ccc(-n3ccnc3)cc2)nc2c1ncn2-c1ccsc1	24	0.9	0.0	6
CN(C)c1cc(N=C2CCCN2c2ccccc2)c2ccccc2n1	15	0.0	0.1	-16
CCC1CN(CC(=O)NC2CCN(Cc3ccccc3)CC2)Cc2cc(OC)ccc2O1 (stereo unspecified)	8	-0.9	-0.3	9
COc1ccc(N2CCN(CCNS(=O)(=O)c3ccc(C)cc3)CC2)cc1	3	-0.9	0.2	8
Cc1ccc(Cl)cc1NC(=O)CSc1nc2ccc(NC(=O)c3ccccc3C)cc2s1	-4	0.0	0.1	-1
Cc1ccc(NC(=O)COC(=O)c2cc(=O)c3ccccc3o2)c(Br)c1	28	-1.0	-0.1	-3
O=C(COC(=O)c1ccc(NC(=O)c2ccccc2)cc1)c1ccccc1	10	-0.5	-0.1	-4
CC(=O)N1CCc2cc(NC(=O)CSc3nnc4ccccn34)ccc21	9	-0.6	-0.1	17
CC(=O)Nc1ccc(NC(=O)c2cc(Cl)nc3ccccc23)cc1	2	1.0	0.2	-1

Some of the entries so far, as a markdown table.
| Compound | TEAD-YAP inh | GPR151 activ | FBW7 act | MITF inh |
| --- | --- | --- | --- | --- |
| CCC1CN(CC(=O)NC2CCN(Cc3ccccc3)CC2)Cc2cc(OC)ccc2O1 (stereo unspecified) | 8 | -0.9 | -0.3 | 9 |
| COc1ccc(N2CCN(CCNS(=O)(=O)c3ccc(C)cc3)CC2)cc1 | 3 | -0.9 | 0.2 | 8 |
| Cc1ccc(Cl)cc1NC(=O)CSc1nc2ccc(NC(=O)c3ccccc3C)cc2s1 | -4 | 0.0 | 0.1 | -1 |
| Cc1ccc(NC(=O)COC(=O)c2cc(=O)c3ccccc3o2)c(Br)c1 | 28 | -1.0 | -0.1 | -3 |
| O=C(COC(=O)c1ccc(NC(=O)c2ccccc2)cc1)c1ccccc1 | 10 | -0.5 | -0.1 | -4 |
| CC(=O)N1CCc2cc(NC(=O)CSc3nnc4ccccn34)ccc21 | 9 | -0.6 | -0.1 | 17 |
| CC(=O)Nc1ccc(NC(=O)c2cc(Cl)nc3ccccc23)cc1 | 2 | 1.0 | 0.2 | -1 |

Record cards, from the list above. Values in the order: TEAD-YAP inh	GPR151 activ	FBW7 act	MITF inh
COc1ccc(N2CCN(CCNS(=O)(=O)c3ccc(C)cc3)CC2)cc1 across the screens: 3	-0.9	0.2	8
CC(C)CCC1(C)NC(=O)N(CC(=O)N2CCCC2)C1=O (stereo unspecified) across the screens: 3	1.0	0.0	-7

More compounds follow:
SMILES	TEAD-YAP inh	GPR151 activ	FBW7 act	MITF inh
CCOC(=O)C(=O)Nc1nc(-c2ccc3c(c2)CCN3C(=O)C(C)CC)cs1 (stereo unspecified)	-10	-0.9	-0.1	3
COc1ccc(C2Nc3ccccc3C(=O)N2c2ccccc2)cc1COc1ccccn1 (stereo unspecified)	-20	-0.4	-0.2	-3
O=C(N/N=C/c1cccc(O)c1)c1ccccc1Cl	-13	-0.6	0.0	14
Cc1ccc(Oc2ccc(N(C)C(=O)/C=C/c3ccccc3)cc2)nn1	-2	0.2	-0.2	-5
CCOC(=O)C1CCCN(c2c(N3CCN(c4ccccn4)CC3)c(=O)c2=O)C1 (stereo unspecified)	1	0.5	-0.1	-6
CN1CCN(Cc2cn(-c3ccccc3)nc2-c2ccccc2)CC1CCO (stereo unspecified)	2	0.7	0.2	12
C/C(=N\NS(=O)(=O)c1ccccc1)c1cccc(NC(=O)c2ccccc2)c1	-1	-1.0	-0.1	1
N/C(=N/OC(=O)c1ccc(Cl)cc1)c1nonc1N	-5	-0.2	-0.1	-3
FC(F)(F)c1nnc2ccc(N3CCCCCC3)nn12	2	2.9	-0.1	-2
CCOC(=O)c1c(C)n(CC)c2cc(Br)c(O)cc12	-17	0.9	-0.1	-1
CCSCCOC(=O)C1=C(C)N(C)C(=O)NC1c1ccc([N+](=O)[O-])cc1 (stereo unspecified)	15	-1.2	0.2	13
CC(=O)N(CN1C(=O)C2CCC(C)CC2C1=O)c1cc(C)ccc1C (stereo unspecified)	2	2.2	0.3	-1
CCOC(=O)C1(CC2CCCCO2)CCN(C(=O)CCc2nc3ccc(F)cc3[nH]2)CC1 (stereo unspecified)	10	0.0	0.1	-2
Cc1cccc(-n2c(SCC(=O)N3CCC(C)CC3)nc3n[nH]c(C)c3c2=N)c1	-6	3.0	-0.2	4
CCOC(=O)N1CCN(C(=O)CSc2cn(Cc3cccc(F)c3)c3ccccc23)CC1	5	0.0	0.3	15
CCOc1ccc2nc(SCC(=O)c3ccc(O)cc3)sc2c1	0	1.3	0.1	2
O=C(NCc1ccccc1Cl)C1CCC(Cn2c(SCc3ccccc3Cl)nc3ccccc3c2=O)CC1 (stereo unspecified)	-3	0.1	0.2	5
CCOc1ccc(N2C(=O)C(N3C(=O)c4ccccc4C3=O)C2c2ccc(F)cc2)cc1 (stereo unspecified)	-10	-0.9	-0.1	-3
CCc1nnc(SCC(=O)N(c2ccccc2)C(C)C)n1-n1cccc1	-9	-0.4	0.1	15
Cc1nn(C)cc1CN1Cc2ccccc2OC(C)C1 (stereo unspecified)	5	0.3	1.0	17
COc1cc(S(=O)(=O)n2ccnc2C(C)C)c(OC)cc1Cl	6	-0.6	0.4	11
COc1ccc(S(=O)(=O)N(CCc2ccccc2)CC(=O)Nc2ccc(C)c(C)c2)cc1	0	-0.2	-0.2	-9
Oc1ccccc1CN1CCCN(Cc2ccccc2O)C1	1	-0.5	-0.2	-2
COc1cccc(C2NC(=S)NC(C)=C2C(=O)NCc2ccccc2)c1 (stereo unspecified)	11	-0.3	0.0	-1
O=S(=O)(c1ccc(Br)cc1Cl)N1CCNCC1	-5	-2.2	-0.1	1
COc1ccc2ccccc2c1C1NC(=S)NC(C)=C1C(=O)Nc1ccccc1C (stereo unspecified)	0	-1.8	-0.1	16
Cc1ccc[n+](CC(=O)c2ccccc2)c1	-7	1.0	0.1	-1
FC(F)(F)c1cccc(N=c2scc(-c3ccc(Br)cc3)n2CCc2ccccc2)c1	-5	-0.6	-0.1	7
COc1ccc(/C=c2\sc3n(c2=O)C(c2ccc(Cl)cc2)C(C(=O)OC(C)C)=C(C)N=3)cc1Br (stereo unspecified)	4	1.8	0.0	-18
CC1CCCC/C1=N/Nc1nc2ccccc2[nH]1 (stereo unspecified)	-23	0.2	-0.5	23
O=C(CCCOc1ccccc1)N1CCN(c2cccc(Cl)c2)CC1	-1	-0.4	0.0	11
CC(NC(=O)Nc1ccccc1)C(c1cccs1)N1CCOCC1 (stereo unspecified)	11	0.9	0.1	-11
CN(CCN1CCOCC1)c1nc2nonc2nc1NC1CCCC1	-2	-0.9	-0.1	-7
CC(=O)N1CCN(c2ccnc3c2c(=O)n(CC(=O)Nc2ccc(F)cc2F)c(=O)n3C)CC1	-3	0.8	0.2	9
O=C(Nc1nnc(-c2ccccc2)s1)c1cccs1	-4	1.1	0.0	-2
Cc1ccc(S(=O)(=O)N(C)c2ccc(C(=O)N3CCCCC3)cc2)cc1	13	1.1	0.0	4
Cc1ccc2c(c1)nnn2C1CCN(S(=O)(=O)c2ccc(Cl)c(F)c2)CC1	-3	1.0	0.1	14
Cc1cccc(C)c1OCCNC(=O)c1ccc2ccccc2n1	-1	-0.7	0.1	15
CC(C)=CCN1CCN(Cc2ccc(OCCO)cc2)CC1CCO (stereo unspecified)	6	0.1	0.0	-7
CC1(C)CC(=O)C2=C(C1)Nc1ccccc1N(C(=O)Cc1ccccc1)C2c1ccc(-c2cccc([N+](=O)[O-])c2)o1 (stereo unspecified)	6	0.6	0.0	-8
NC(=O)CSc1nccn1Cc1ccccc1	8	0.2	0.1	8
COc1ccc(C2C(C(=O)Nc3ccccc3F)CC(=O)N2c2ccc(OC)cc2)cc1 (stereo unspecified)	9	0.1	0.0	-5
Nc1nnc(SCC(=O)Nc2nc3ccccc3s2)s1	-42	-1.5	0.1	20
CC(C)COc1ccc(C(=O)N/C(=C\c2ccco2)C(=O)NCCCC(=O)O)cc1	10	-1.9	0.2	13
O=C(C1CC2C=CC1C2)N1CCN(c2ncccn2)CC1 (stereo unspecified)	2	-1.1	0.7	6
COc1cc(C2Nc3cc(C)c(C)cc3NC3=C2C(=O)CC(C)(C)C3)cc(Br)c1OC (stereo unspecified)	4	-0.1	0.0	-3
Cc1ccc(C2(C(F)(F)F)NC(=O)N3N=C4CCCCCN4C3=C2C#N)cc1 (stereo unspecified)	-8	0.4	0.3	-7
COc1ccc(C2CC(=O)C3=C(C2)NC(C)=C(C(=O)OCCOc2ccccc2)C3c2cccc(F)c2)cc1 (stereo unspecified)	4	-0.3	0.4	-19
Fc1ccc(OCCn2cc(C(=S)N3CCCC3)c3ccccc32)cc1	4	0.8	-0.3	4
O=C(O)/C=C\C(=O)NN=C(c1ccccc1)c1ccccc1	-3	2.9	0.1	6
COc1ccc(/C=N\n2c(C)nc3ccccc3c2=O)cc1	5	0.8	0.0	-3
Cn1c(=O)c2c(SCC(N)=O)nc(-c3ccc(F)cc3)nc2n(C)c1=O	6	0.3	0.0	0
CN(CC(=O)Nc1cccc(Cl)c1)S(=O)(=O)c1ccc(Br)s1	2	2.5	0.0	-6
CC1Cc2ccccc2N1C(=O)Cn1c(SCC(=O)N(C)C)nc2ccccc21 (stereo unspecified)	5	-0.7	0.0	12
Cc1cc(C)nc(SCCSc2ccc(C(C)(C)C)cc2)n1	0	2.7	-0.1	-2
CC(=O)Nc1ccccc1-c1nnn(CC(=O)Nc2ccc3c(c2)OCCO3)n1	6	0.3	0.1	-14
Cc1ncoc1C(=O)N1CCC(n2nccc2NC(=O)CCc2ccccc2)CC1	7	-1.1	0.2	1
COc1ccc(COC(=O)C2=C(C)NC(=O)NC2c2ccc(OC)cc2)cc1 (stereo unspecified)	6	1.6	0.2	2
CCOc1nc(-c2ccccc2)nc(Cl)c1N	-9	-0.3	0.0	2
CC(C)Oc1ccc(Cn2c(=O)oc3ccccc32)cc1	-7	0.6	0.2	-2
(listing goes on)
SMILES	TEAD-YAP inh	GPR151 activ	FBW7 act	MITF inh
CN(C(=O)COc1cccnc1[N+](=O)[O-])c1ccccc1	-3	0.5	-0.2	0
COc1ccc(Cc2nc(P(=O)(OC)OC)c(NCCc3ccccc3)o2)cc1	2	-1.1	0.1	12
Cn1c2ccccc2c2cnn(CC(=O)NC3CCN(Cc4ccccc4)CC3)c(=O)c21	-4	0.2	0.0	2
COc1cc(NC(=O)C(C)Oc2cccc(Cl)c2)c(C(=O)O)cc1OC (stereo unspecified)	-6	1.2	0.0	4
COc1ccc2[nH]c(CN3CCN(CCC(C)C)C(CCO)C3)c(C)c2c1 (stereo unspecified)	5	0.1	0.4	14
Cc1ccc(S(=O)(=O)N2CCOCC2)cc1C(=O)OC1CCCCC1=O (stereo unspecified)	-11	-0.6	-0.1	-3
OCc1cccc(-c2cnc3c(Nc4cccc(C(F)(F)F)c4)nccn23)c1	-43	0.4	0.6	8
COc1ccc2[nH]c3c(c2c1)CCNC31CCN(C(=O)CC2(CC(=O)O)CCCC2)CC1	-1	-0.3	-0.5	14
O=C1CC(c2cccc(C(F)(F)F)c2)c2ccc3ccccc3c2N1 (stereo unspecified)	14	0.1	0.0	-8
CN(C)C(=O)C1C2NC(=S)N(c3ccc(Cl)cc3)C1(C)Oc1ccc(Cl)cc12 (stereo unspecified)	2	-1.8	0.0	35
